From PubChem
PP1 counter = PP1-alpha phosphatase inhibitors, primary screen, counter-screen for PP5 inhibitor project, biochemical, fluorescence, OMFP substrate, single point. Serine/threonine-protein phosphatase PP1-alpha catalytic subunit (Homo sapiens), P62136. purified PP1alpha. inhibition, % at 6.7 µM. 320,000 tested, 0.9% active;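 active = inhibition above the mean inhibition of all tested compounds plus 3 SD, computed separately for each screening campaign, cut at about 15% in these data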
Target sequence (P62136 whole entry, looked up): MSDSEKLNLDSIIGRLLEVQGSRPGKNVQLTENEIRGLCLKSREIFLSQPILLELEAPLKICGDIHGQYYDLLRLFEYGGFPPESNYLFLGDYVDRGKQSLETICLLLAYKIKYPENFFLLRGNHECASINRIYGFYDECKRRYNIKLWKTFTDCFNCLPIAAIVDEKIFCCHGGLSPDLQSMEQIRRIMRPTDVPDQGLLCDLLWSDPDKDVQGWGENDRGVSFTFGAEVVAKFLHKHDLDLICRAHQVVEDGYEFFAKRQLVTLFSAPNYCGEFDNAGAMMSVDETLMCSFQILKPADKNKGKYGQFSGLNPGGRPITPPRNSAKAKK
CR mimetic SO = reduction of superoxide in aged yeast, primary screen, HTS; S. cerevisiae aged cells, superoxide DHE fluorescence; stronger effect = lower value; superoxide response (% of plate mean), % at 10 µM; 330,000 tested, 0.18% active; AID 2690, 2010;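 active = superoxide response under a set limit, about three screen SD below normal, cut at about 65% in these data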;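 also: yeast aged for seven days with compound at 30 °C before DHE staining; 100% = average MFI of all compound-treated wells on the plate with controls excluded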
EBNA-1 inh = EBNA-1 DNA-binding inhibitors, primary screen, biochemical, fluorescence polarization; 300,000 tested, 0.34% active; inhibition, % at 14.8 µM; AID 1950, 2009; in the data active = inhibition above about 28%
HCV core dimer = inhibitors of HCV core protein dimerization, primary screen, biochemical, TR-FRET, high-throughput; AID 1899, 2009; inhibition, % at 5 µM; 300,000 tested, 0.33% active; TR-FRET GST/Flag-core106 dimerization, 1536-well;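 active = inhibition above the mean of all tested compounds plus 3 SD, set per screening campaign, cut at about 45% in these data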
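System: GST/Flag-tagged HCV core106 proteins. Incubation: compound-protein-antibody incubation 4 h at 22.5 °C. Technique: HTRF with 340 nm excitation, 617/671 nm emission. Medium: KF-containing HEPES buffer, pH 7.45, DTT, CHAPS, BSA. Read-out: inhibition (%) from 671 over 617 nm ratio. Also added: Eu(K)-anti-GST 90 ng/mL plus XL665-anti-Flag 1 µg/mL.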
ZTA counter = blocks Epstein-Barr virus ZTA, an EBNA-1 counter-screen. inhibition, % at 11 µM. ZTA-DNA binding, fluorescence polarization. 320,000 tested, 0.15% active. P03206; in the data active = inhibition above about 33%
Target sequence (P03206 whole entry, looked up): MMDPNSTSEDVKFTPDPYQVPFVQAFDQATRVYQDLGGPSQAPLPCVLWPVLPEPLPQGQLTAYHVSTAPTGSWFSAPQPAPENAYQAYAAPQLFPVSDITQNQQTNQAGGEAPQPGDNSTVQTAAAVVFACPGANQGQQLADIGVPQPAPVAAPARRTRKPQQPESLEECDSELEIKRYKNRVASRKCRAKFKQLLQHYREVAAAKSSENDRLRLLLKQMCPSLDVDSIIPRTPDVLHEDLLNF
GASC-1 inh = inhibitors of GASC-1 histone demethylase, primary screen, biochemical, fluorescence, DELFIA europium. Lysine-specific demethylase 4C (Homo sapiens), Q9H3R0. GST-JMJD2C(1-420) H3K9me3 demethylation. inhibition, % at 2.35 µM. 330,000 tested, 0.069% active. AID 2099, 2009;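 active = more than half of a compound's replicate wells show inhibition beyond 50%, single wells judged on their own value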;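 also: signal counts dimethyl H3K9 product captured on neutravidin plate; 0% = median of DMSO wells and 100% = 0.3 times that DMSO median; strong numbers were not always called active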
Target sequence (Q9H3R0 1-420 limits assumed): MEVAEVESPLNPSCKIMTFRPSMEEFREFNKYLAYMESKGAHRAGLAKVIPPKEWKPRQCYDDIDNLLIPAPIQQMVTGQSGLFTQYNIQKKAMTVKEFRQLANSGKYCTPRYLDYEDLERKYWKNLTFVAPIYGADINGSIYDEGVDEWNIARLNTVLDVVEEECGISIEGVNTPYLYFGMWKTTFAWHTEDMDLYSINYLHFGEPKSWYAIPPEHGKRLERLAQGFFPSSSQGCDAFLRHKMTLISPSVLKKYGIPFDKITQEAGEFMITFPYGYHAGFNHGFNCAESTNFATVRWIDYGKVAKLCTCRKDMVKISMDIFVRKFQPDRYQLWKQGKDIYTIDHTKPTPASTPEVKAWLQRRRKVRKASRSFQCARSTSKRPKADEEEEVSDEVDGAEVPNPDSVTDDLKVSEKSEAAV
TPT1 inhibitor = Candida albicans TPT1 enzyme inhibitors, primary screen, biochemical, fluorescence polarization. recombinant caTPT1, FP RNA substrate dephosphorylation. inhibition, % at 5 µM. 300,000 tested, 0.81% active. AID 1962, 2009;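 active = inhibition above the mean of all tested compounds plus 3 SD, set per screening campaign, cut at about 24% in these data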;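 also: plate controls were DMSO alone for no effect and ferristatin control at 100 nM for full effect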
Fh CTSL1 inh = Fasciola hepatica cathepsin L1 inhibitors, primary screen, counter-screen for PFM18AAP inhibitor project, biochemical, QFRET, fluorogenic peptide substrate | 300,000 tested, 0.49% active | recombinant F. hepatica cathepsin L1, Z-Leu-Arg-MCA fluorescence | AID 1906, 2009 | inhibition, % at 5.96 µM;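 active = inhibition above the mean of all tested compounds plus 3 SD, set per screening campaign, cut at about 17% in these data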;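 also: 0% = plate median of test compound wells and 100% = 1 µM Z-Phe-Ala-diazomethylketone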
PP5 inh = PP5 phosphatase inhibitors, primary screen, biochemical, fluorescence. 320,000 tested, 0.18% active. purified PP5c, OMFP substrate fluorescence. inhibition, % at 6.7 µM. Serine/threonine-protein phosphatase 5 (Homo sapiens), P53041;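 active = inhibition above the campaign's mean inhibition across all tested compounds plus 3 SD, cut at about 9.5% in these data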;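 also: 0% = DMSO only and 100% = 100 µM cantharidin control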
The depositor's hits bear a star; i = inactive; . = no result given.

Order of values: PP1 counter	CR mimetic SO	EBNA-1 inh	HCV core dimer	ZTA counter	GASC-1 inh	TPT1 inhibitor	Fh CTSL1 inh	PP5 inh
1	CCn1cc(CN2CCC(n3nccc3NC(=O)CCCc3ccccc3)CC2)cn1
  -4	94	4	2	8	-2	-1	2	-3.4
2	O=C1CC(c2ccc(F)cc2)C(n2cncn2)C(O)=C1C1NCCc2ccccc21 (centres undefined)
  -1	90	2	-3	-6	-11	-2	-1	-1.0
3	Cn1c(SCC(=O)N2CCOCC2)nc(O)cc1=O
  -2	104	-3	-12	-21	2	-2	0	0.8
4	COc1cccc(OC)c1C(=O)Nc1cccc(NC(=O)c2cccs2)c1
  -1	103	6	7	-18	-5	2	-2	0.9
5	CCC(C)(C)NC(=O)C(c1ccccc1Cl)N(C(=O)CCC(=O)Nc1cc(C)on1)C1CC1 (centres undefined)
  4	110	-16	-4	-6	-10	1	-4	-3.2
6	O=c1[nH]c(CN2CCN(c3ncccn3)CC2)nc2c(Br)cc(Br)cc12
  -1	114	7	15	-1	6	4	-2	-1.9
7	COC(=O)c1cc(C(=O)N2CCN(c3ccccc3OC)CC2)cc([N+](=O)[O-])c1
  1	109	0	0	5	-7	-2	-1	0.9
8	CCCCOC1CC(c2ccc(OCc3ccc(OC)cc3)c(OC)c2)N(C)O1 (centres undefined)
  -3	107	-7	3	-12	-5	2	-1	4.6
9	CCOC(=O)c1c(NC(=O)c2ccc(S(=O)(=O)N(C)CC3CCCO3)cc2)sc2c1CCN(C)C2 (centres undefined)
  6	96	8	4	-4	4	5	-4	3.2
10	Cc1c(C(=O)NCCSCc2c(F)cccc2Cl)cnn1-c1ccc(F)cc1
  0	98	6	5	2	8	2	0	-0.4
11	COc1ccc(Cc2nnc(SCC(=O)Nc3ccccc3C#N)o2)cc1
  -12	95	1	-10	-15	9	-1	4	-9.4
12	CCC(=O)Nc1c(C(=O)N2CCN(c3ccccn3)CC2)cnn1-c1ccc(C)cc1
  0	100	-4	0	0	14	-1	-4	1.1
13	CNC(=O)C1(C)C=CC2(CCCCC2)N1C(=O)OC (centres undefined)
  -11	104	2	10	10	-4	0	2	0.9
14	CCN(CC)S(=O)(=O)c1ccc(C(=O)N2CCN=C2SCc2cccnc2)cc1
  -2	103	-6	1	7	-28	-7	-1	0.9
15	CCN(CC)S(=O)(=O)c1cccc(NC(=O)CC2CCCC2)c1
  0	115	6	-1	0	2	-1	-3	-0.2
16	CCc1ccc(N(CC(=O)NC2CCCC2)S(=O)(=O)c2c(C)noc2C)cc1
  1	97	5	1	-7	8	-4	1	2.7
17	Cc1ccc(NC(=O)N2CCC(C(=O)c3ccc(F)cc3)CC2)cc1
  2	110	3	-7	-12	6	1	-7	2.5
18	CCOc1ccccc1N=NC1C(=O)N(C(N)=S)N=C1C (centres undefined)
  -1	107	4	-20	-15	-10	3	4	-0.5
19	C/C(=N\N=C1\NC(=O)C(CC(=O)Nc2ccc(Cl)cc2)S1)c1ccco1 (centres undefined)
  -2	105	4	-2	-8	2	0	0	2.4
20	Cc1ccc(S(=O)(=O)N(C)CC(=O)Oc2ccc(-c3nnco3)cc2)cc1
  0	93	2	0	-2	4	-2	-21	-0.9
21	Cc1ccc(-c2noc(C3CCCN(C(=O)c4ccccc4)C3)n2)o1 (centres undefined)
  -7	87	-3	5	2	46	-1	2	2.9
22	O=C(O)c1ccc(Nc2nc(-c3ccccc3)c3ccccc3n2)cc1
  0	117	6	7	-1	2	0	5	-0.3
23	CC(=O)c1cccc(NC(=O)C2CCN(C(=O)c3ccccc3Cl)CC2)c1
  2	108	-8	1	1	17	-3	-2	0.8
24	COc1cc(/C=C/C(=O)OCC(=O)NC(=O)NC(C)C)ccc1O
  9	95	-8	-8	0	4	0	-4	3.7
25	O=C(CSc1nc(Nc2ccccc2)nc(N2CCOCC2)n1)Nc1ccc([N+](=O)[O-])cc1
  -1	99	-6	3	-12	-2	-5	6	6.9
26	O=C(CN1C(=O)NC2(CCCC2)C1=O)OCc1ccc(Cl)cc1Cl
  3	99	4	0	-3	-1	-2	-12	2.2
27	COc1ccc(-c2cc3c(=O)n(CC(=O)NCc4ccc(Cl)cc4)ncn3n2)cc1
  -3	112	4	-9	-4	-17	2	-5	3.0
28	C[C@H](O)[C@H](O)[C@H]1CNc2nc(N)[nH]c(=O)c2N1
  -1	91	5	6	11	-32	-7	7	1.0
29	CCOc1nnc(C)c2c(C)n(-c3cccc(OC)c3)nc12
  -5	95	11	-1	10	7	23	0	-1.1
30	Cc1ccc(CNC(=O)CCNS(=O)(=O)c2cccc3nonc23)cc1
  -2	123	-3	5	-7	-11	2	-8	2.9

Structures shown so far containing an aryl thioether with sulfur outside any ring:
Order of values: PP1 counter	CR mimetic SO	EBNA-1 inh	HCV core dimer	ZTA counter	GASC-1 inh	TPT1 inhibitor	Fh CTSL1 inh	PP5 inh
3	Cn1c(SCC(=O)N2CCOCC2)nc(O)cc1=O
  -2	104	-3	-12	-21	2	-2	0	0.8
11	COc1ccc(Cc2nnc(SCC(=O)Nc3ccccc3C#N)o2)cc1
  -12	95	1	-10	-15	9	-1	4	-9.4
25	O=C(CSc1nc(Nc2ccccc2)nc(N2CCOCC2)n1)Nc1ccc([N+](=O)[O-])cc1
  -1	99	-6	3	-12	-2	-5	6	6.9

Next part
Order of values: PP1 counter	CR mimetic SO	EBNA-1 inh	HCV core dimer	ZTA counter	GASC-1 inh	TPT1 inhibitor	Fh CTSL1 inh	PP5 inh
31	O=C1Nc2ccccc2C12OCCCO2
  -4	101	2	-7	15	4	-3	-1	-0.8
32	c1ccc(-c2ccc(OCCOCCn3cncn3)cc2)cc1
  0	93	-7	-1	13	4	-1	2	-0.5
33	CN(C)NC(=S)NC1CCS(=O)(=O)C1 (centres undefined)
  -6	114	-21	-5	0	-19	0	1	1.9
34	CCSc1nnc(CNC(=O)c2ccccc2F)n1-c1ccccc1OC
  -4	77	-9	-4	6	-3	-3	0	2.0
35	COc1ccc(NC(=S)N2CCN(C(c3ccccc3)c3ccccc3)CC2)cc1OC
  0	102	-8	14	6	-19	1	-3	2.0
36	Cc1c(C)c2c(OCC(=O)N[C@@H](C)C(=O)O)cc3c(c2oc1=O)CCC(C)(C)O3
  1	79	-4	3	-25	-19	-3	0	0.5
37	Cc1cc(OCCN2CCOCC2)ccc1C(C)C
  2	84	11	0	0	-28	-2	-3	1.6
38	COc1cccc(C(=O)N2CCN(Cc3ccc(OC)cc3OC)CC2)c1
  3	93	-5	-8	-5	20	-2	9	2.0
39	CCc1nnc(SCC(=O)NC2CCCC2)nc1CC
  0	108	-14	-2	-5	0	1	5	-0.6
40	CCc1c(C)nc2ncnn2c1NCCc1ccccc1
  0	73	5	-3	-7	6	-2	3	0.5
41	O=C(O)CSCC(=O)NCc1c(Cl)cccc1Oc1ccccc1
  -1	109	4	2	-11	-5	0	-4	-1.5
42	COC(=O)CN1C(C)=Nc2ccc(Br)cc2C1c1ccccc1 (centres undefined)
  -2	119	9	-1	12	-6	2	3	0.8
43	COC(=O)c1ccc(C(=O)OC)c(NC(=S)N2CCC(N3CCCCC3)CC2)c1
  -4	95	1	1	-8	2	1	0	3.0
44	CC1CCCCC1NC(=O)CSc1nc2ccccc2c(=O)n1Cc1ccco1 (centres undefined)
  2	107	-3	-9	-18	10	2	-5	2.6
45	COC(=O)c1ccc(S(=O)(=O)N2CCc3ccccc3C2)cc1
  -2	111	-5	-10	7	12	2	-3	1.6
46	COc1ccc(C(=O)CCN2CCCC(C)C2)cc1 (centres undefined)
  0	90	-6	-5	2	-28	-2	6	-2.1
47	C=CCn1c(SCc2c(C)noc2C)nc2cc(C(=O)O)ccc2c1=O
  0	101	1	-3	11	-5	0	-1	-2.3
48	CCOC(=O)c1nn(-c2ccc(OCC)cc2)c2nc(CC(C)C)c(C#N)c(=O)n12
  -5	94	-10	10	9	-1	2	-3	0.7
49	Nc1nonc1-c1nc2ccccc2n1CC(=O)O
  -4	97	10	3	2	-10	1	4	-2.0
50	Cc1ccc(NC(=S)N2CCC(N(C)CC3CCCO3)CC2)cc1C (centres undefined)
  -5	110	-1	-1	5	-1	-5	1	1.1
51	Cc1nn(C)c(C(=O)Nc2ccn(Cc3ccccc3F)n2)c1[N+](=O)[O-]
  10	90	8	-1	7	-4	2	-2	-0.3
52	Clc1ccc2oc(-c3ccccn3)nc2c1
  -5	104	11	-1	0	-2	10	-3	-1.2
53	COc1ccc(/C=N/NC(=O)C2C3CCCCC32C)cc1OC (centres undefined)
  -2	106	-9	1	-5	-6	-2	-3	1.8
54	C[C@@H](C(=O)NCc1ccccc1)N1C(=O)C2CC=CCC2C1=O (some centres undefined)
  3	111	-7	-5	-38	1	-5	10	-1.8
55	CC1CCCC(NC(=O)C2c3ccccc3C(=O)N2Cc2cccs2)C1C (centres undefined)
  -2	120	-1	-6	-13	21	-2	0	1.9
56	CCOc1ccc2nc3c(cc2c1)CN(CCCO)C(=NCCOC)S3
  1	106	5	29	3	0	1	2	0.3
57	CCCN(C(=O)Cn1ncc2c([nH]c3ccccc32)c1=O)c1ccccc1C
  5	83	5	15	3	3	2	0	2.5
58	CCOC(=O)/C(C#N)=C/C1=C(N2CCCC2)CC(C)(C)OC1
  -3	99	0	-3	7	4	0	1	-1.1
59	CCOC(=O)c1cc(C)nc(Sc2ccc(C)cc2)c1C#N
  2	111	0	1	-14	-5	-4	-5	1.9
60	O=C(Nc1cccc(C(F)(F)F)c1)C1CCCN(c2ncccn2)C1 (centres undefined)
  -2	98	9	-2	20	9	0	6	1.4
61	Cc1ccc(-c2nc(COC(=O)c3c(C)noc3C)cs2)cc1
  -1	112	-13	2	-15	-35	2	4	3.5
62	Cc1nnc(SCCn2c(N3CCC(Cc4ccccc4)CC3)nc3c2c(=O)[nH]c(=O)n3C)s1
  -4	98	1	10	-25	23	-3	7	-0.9
63	O=C(CCNS(=O)(=O)c1ccccc1C(F)(F)F)N1CCCCCCC1
  -1	87	.	.	2	2	.	.	1.9
64	COc1cccc(OC)c1C(=O)N1CC(C)OC(C)C1 (centres undefined)
  -10	110	-9	-2	5	i	2	-7	0.7
65	Cc1ccc(C(=O)N2CCN(S(=O)(=O)c3sc(C(=O)O)c(C)c3C(=O)O)CC2)s1
  -3	98	.	.	17	4	.	.	-0.9
66	O=C(CC(=O)c1ccccc1)Nc1ccc2c(c1)OCCO2
  2	99	1	-1	2	0	3	1	1.6
67	CCN(CC)S(=O)(=O)c1cccc(NC(=O)c2ccc(SC)cc2OC)c1
  -3	101	0	6	-10	7	-3	3	1.6
68	COC(=O)c1ccc(NC(=O)C2CC2)o1
  2	98	-9	-1	0	5	-2	-2	1.4
69	Nc1cccc2nsnc12
  -2	95	2	1	8	3	1	-2	0.9
70	Clc1ccc(Cc2nc(-c3cccnc3)no2)cc1
  -3	83	13	5	-13	-19	1	15	-0.4
71	CNC(=O)C(=O)NCCCN1CCOCC1
  -4	92	-3	-2	-2	-1	1	0	0.3
72	CCOc1ccc(N2C(=O)c3cccnc3C2Nc2ccc(C)c(C)c2)cc1 (centres undefined)
  7	92	2	11	16	14	4	-1	2.6
73	COc1ccc(N(CC(=O)NC2CCCCC2)C(=O)c2snc(C(N)=O)c2N)cc1
  2	95	-2	8	-4	4	0	4	-0.3
